SENP6 block – inhibitors of human SENP6 protease; Q9GZR1; Recombinant SENP6 catalytic domain, aminoluciferin luminescence; inhibition, % at 10 µM; 1.8% of 330,000 active;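 active = inhibition above about 50% at the single tested dose, limit read from the data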;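 also: plate controls were DMSO wells with enzyme for no effect and DMSO wells lacking enzyme for full effect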
Target sequence (Q9GZR1 628-1112 limits assumed): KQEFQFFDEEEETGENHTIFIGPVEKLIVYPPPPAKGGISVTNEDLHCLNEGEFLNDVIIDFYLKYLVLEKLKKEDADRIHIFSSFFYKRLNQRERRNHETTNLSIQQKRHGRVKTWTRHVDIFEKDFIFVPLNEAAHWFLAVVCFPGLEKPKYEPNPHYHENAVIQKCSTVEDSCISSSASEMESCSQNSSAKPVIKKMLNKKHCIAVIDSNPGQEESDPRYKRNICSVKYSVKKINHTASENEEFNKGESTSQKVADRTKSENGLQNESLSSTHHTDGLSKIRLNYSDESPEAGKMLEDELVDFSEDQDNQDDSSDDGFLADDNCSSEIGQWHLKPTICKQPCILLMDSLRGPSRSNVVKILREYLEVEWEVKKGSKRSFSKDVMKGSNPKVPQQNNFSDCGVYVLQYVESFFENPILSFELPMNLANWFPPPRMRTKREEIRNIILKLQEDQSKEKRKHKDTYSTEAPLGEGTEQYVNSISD
beta cell repl – MIN6 beta-cell proliferation induction. MIN6 cells proliferation, ATPlite luminescence, 48 h; cells starved in 0.2% serum; 100% = growth in 10% serum. proliferation, % at 10 µM. 0.29% of 330,000 active;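 active = compounds whose signal lies at least 3.5 SD above the mean of all wells on their plate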;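 also: 0% = DMSO-treated cells in low-serum medium and 100% = 10% serum control; some compounds called inactive have numbers as strong as hits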
SENP8 block-1 – inhibitors of human SENP8 protease | 0.64% of 360,000 active | AID 602440 | recombinant SENP8, Nedd8 substrate fluorescence | Q96LD8 | inhibition, % at 20 µM; in the data active = inhibition mostly above about 40%, no sharp cut-off; inactive = mostly below about 27%
Target sequence (Q96LD8 whole entry, looked up): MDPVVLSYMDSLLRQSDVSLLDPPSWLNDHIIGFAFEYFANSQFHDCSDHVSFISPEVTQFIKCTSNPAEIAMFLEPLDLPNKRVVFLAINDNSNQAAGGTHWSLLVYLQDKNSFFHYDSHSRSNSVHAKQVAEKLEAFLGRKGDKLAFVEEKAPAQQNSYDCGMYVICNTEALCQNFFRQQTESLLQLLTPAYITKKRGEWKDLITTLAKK
SENP1 FRET inh – inhibitors of human SENP1 SUMO protease catalytic domain. Q9P0U3. recombinant SENP1 catalytic domain, CyPet-SUMO1-YPet FRET cleavage. inhibition, % at 10 µM. 0.21% of 360,000 active. AID 624204;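 active = inhibition at least 30% at 10 µM, raw YFP signal under a set limit, fluorescence ratio 0.5 to 1.5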;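 also: 0% = enzyme with DMSO and 100% = no enzyme wells; some results filed as inactive read as strong as hits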
Target sequence (Q9P0U3 419-644 limits assumed): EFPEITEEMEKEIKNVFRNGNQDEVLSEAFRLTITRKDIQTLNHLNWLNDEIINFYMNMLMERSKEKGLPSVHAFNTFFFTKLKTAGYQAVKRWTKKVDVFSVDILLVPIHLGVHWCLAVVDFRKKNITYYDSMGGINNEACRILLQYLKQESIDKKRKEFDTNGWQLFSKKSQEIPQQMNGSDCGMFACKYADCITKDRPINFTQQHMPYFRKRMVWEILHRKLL
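Compound: 10 µM single point, 0.5% DMSO; Test system: hSENP1 catalytic domain, recombinant; Timing: 50 min reaction at room temperature; Technique: FRET, CFP and YFP emission; Control set: no-enzyme wells low, DMSO-plus-enzyme wells high control.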
SENP7 block – SENP7 protease inhibition | inhibition, % at 5 µM | recombinant SENP7, Z-RLRGG-aminoluciferin luminescence, 40 min | Q9BQF6 | 1.5% of 330,000 active;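 active = inhibition above about 50% at the single test dose, limit read from the data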;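 also: plate controls were DMSO with enzyme for no effect and no enzyme buffer wells for full effect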
HKDC1 inh – HKDC1 (human) hexokinase inhibition | inhibition, % at 20 µM | 0.16% of 340,000 active | recombinant HKDC1, G6PDH/diaphorase resazurin coupled fluorescence | AID 493160 | Q2TB90;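 active = inhibition above about 35% when tested at 20 µM, limit read from the data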;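 also: plate controls were DMSO wells with enzyme for no effect and DMSO wells lacking enzyme for full effect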
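Material: recombinant HKDC1 hexokinase; Amount: HKDC1 at 5 µg/mL; Medium: Tris pH 8.0 buffer with MgCl2, Tween-20, BSA, BME; Schedule: 90 min reaction incubation at room temperature, dark; Technique: coupled resazurin fluorescence, excitation 525 nm, emission 613 nm.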
UBC13 inh – inhibitors of human UBC13 polyubiquitin chain formation. TR-FRET. inhibition, % at 20 µM. 0.47% of 330,000 active; in the data active = inhibition above about 45%, passing the limit was not always enough
Target sequence (P61088 whole entry, looked up): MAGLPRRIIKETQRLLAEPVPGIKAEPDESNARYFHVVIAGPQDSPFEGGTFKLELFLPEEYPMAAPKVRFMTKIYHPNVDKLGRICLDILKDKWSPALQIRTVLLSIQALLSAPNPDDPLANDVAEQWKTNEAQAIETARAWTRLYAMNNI
SENP8 block-2 – SENP8 protease inhibition | Q96LD8 | purified SENP8, Z-RLRGG-aminoluciferin cleavage, luminescence | inhibition, % at 10 µM | 1.2% of 330,000 active | AID 2540; in the data active = inhibition above about 50%
PfGluPho inh – PfG6PD (Plasmodium falciparum) enzyme inhibition; PfGluPho enzyme, NADPH resazurin-diaphorase fluorescence; inhibition, % at 20 µM; 0.78% of 350,000 active;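 active = inhibition reaching at least a set limit at 20 µM in the primary screen, cut at about 59% in these data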;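 also: 0% = DMSO wells with substrate and 100% = DMSO wells lacking glucose-6-phosphate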
Starred values were filed as active, the others as inactive; · = no result given.

SMILES | SENP6 block | beta cell repl | SENP8 block-1 | SENP1 FRET inh | SENP7 block | HKDC1 inh | UBC13 inh | SENP8 block-2 | PfGluPho inh
NC(N)=N/N=C/c1ccc(Br)cc1 | -22 | -3 | 27 | 1 | -8 | -15 | -6 | -15 | 9
CC(C)(C)C(=O)Cn1c(=N)n(Cc2ccccc2Cl)c2ccccc21 | -4 | -2 | 8 | -2 | -6 | -3 | 16 | 4 | 4
CCOC(=O)c1cc2c(n(-c3ccc(Cl)cc3)c1=O)CCCC2=O | -13 | -1 | -165 | -1 | 3 | -7 | -1 | -2 | -6
CCN1CCN(c2cc(=O)n(Cc3ccc(F)cc3)c(=O)[nH]2)CC1 | 3 | 0 | 8 | -5 | 8 | 15 | -8 | -1 | -23
Cc1cc(C)cc(OCC(=O)NNC(=O)CN2C(=O)c3ccccc3C2=O)c1 | · | · | 33 | 0 | · | -3 | · | · | -14
O=C(Nc1ncnc2sc3c(c12)CCCC3)c1ccncc1 | -30 | -1 | 2 | 4 | 3 | -12 | -1 | 2 | 1
Cc1ccccc1NC(=O)c1nc[nH]c1C(=O)NCc1ccccc1 | -1 | -4 | 22 | 1 | 7 | 1 | -7 | 6 | 4
CS(=O)(=O)N1CCc2cc(S(=O)(=O)N3CCN(Cc4ccc5c(c4)OCO5)CC3)ccc21 | -20 | -3 | 17 | 0 | 3 | 14 | 4 | -2 | 7
CC1CN(C(=S)NC(=O)c2ccccc2)CC(C)O1 (stereo not given) | -2 | -2 | 10 | 1 | -3 | -6 | 5 | -2 | 14
C/C(Cl)=C/CSc1nnc2n(N)c(=O)c3ccccc3n12 | -13 | 0 | 15 | 2 | -3 | 1 | 0 | -5 | -3
Cc1ccc(SCCNC(=O)c2ccc(C)c(S(=O)(=O)Nc3cccc(C)c3)c2)cc1 | -18 | -4 | 16 | 1 | 4 | 5 | -9 | -3 | -3
Cc1cccc(NC(=O)Cn2cc([N+](=O)[O-])cn2)n1 | -6 | -2 | 3 | -1 | 9 | -1 | -6 | 2 | -6
CCc1cc2cc3c(cc2nc1SCC(=O)Nc1nccs1)OCO3 | -11 | 0 | -6 | 2 | -1 | -7 | -21 | -2 | -7
CCCc1nc2sc3c(=O)n(N)cnc3c2c2c1CCCC2 | 8 | -2 | -54 | 3 | 1 | -2 | -3 | -1 | -15
CC(C)COP(=O)(c1ccc(N(C)C)cc1)C(O)c1cccnc1 (stereo not given) | -17 | -3 | 8 | -1 | 10 | 0 | -8 | -4 | -10
CC(C)C[C@H](NC(=O)N1CC(=O)Nc2ccccc21)C(=O)N[C@H](Cc1ccccc1)C(=O)O | -16 | -2 | 28 | 4 | -8 | 0 | -1 | 8 | -4
CCN(C(=O)CSc1cccc[n+]1[O-])c1ccccc1 | -15 | 2 | 5 | 5 | 6 | -4 | 2 | -3 | -9
Cc1ccc(C(=O)Nc2ncc3c(n2)CC(c2ccco2)CC3=O)cc1 (stereo not given) | -9 | -2 | 4 | 4 | -10 | 3 | -4 | -15 | -2
Cc1sc2nc(CN3CCCC3)nc(N3CCN(S(=O)(=O)c4ccccc4)CC3)c2c1C | 4 | -7 | -298 | -79 | 4 | -3 | 10 | 3 | 10
C[C@H](NC(=O)c1nc[nH]c1C(=O)NCCCCCNC(=O)OC(C)(C)C)c1ccccc1 | 9 | -4 | 13 | 3 | 3 | 3 | 2 | 4 | 17
Cn1c(=O)c2c(-c3cccc(Br)c3)c(C#N)c(N)nc2n(C)c1=O | -24 | 3 | -35 | -4 | -4 | -9 | -6 | -9 | 12
COc1ccc(NC(=O)c2ccc(C)cc2Cl)c([N+](=O)[O-])c1 | 3 | -1 | 30 | 4 | -1 | 5 | -2 | -20 | 10
Cc1ccc(CC(=O)N2CCOCC2)cc1 | -1 | 0 | 4 | 1 | 3 | -4 | 5 | -2 | -6
COc1cccc(C(=O)OCC(=O)Nc2cc(C)c(C)cc2[N+](=O)[O-])c1 | -1 | 3 | 14 | 0 | 0 | -5 | 2 | -2 | -13
CNc1ccc([N+](=O)[O-])cc1-c1nc2ccccc2[nH]c1=O | 0 | -2 | 42* | 6 | -10 | -2 | -16 | 7 | 1
More entries follow.
SMILES | SENP6 block | beta cell repl | SENP8 block-1 | SENP1 FRET inh | SENP7 block | HKDC1 inh | UBC13 inh | SENP8 block-2 | PfGluPho inh
COc1ccccc1N(CC(=O)Nc1ccccc1C(=O)NC(C)C)S(C)(=O)=O | -14 | 3 | 1 | 0 | 5 | -13 | 1 | 1 | -12
O=S(=O)(NCc1ccc(Cl)cc1)c1ccc(Cl)nc1 | 9 | -4 | -10 | 2 | 2 | -1 | 4 | 3 | -1
CCCC(=O)Nc1ccc2c(c1)COC2=O | -5 | -1 | 16 | 0 | -11 | -3 | -12 | -4 | 3
C[C@H](NC(=O)c1ccccc1Cl)C(=O)OCCOc1cccc(Cl)c1 | 10 | -3 | 17 | 0 | 5 | -7 | 16 | -6 | 7
CC(=O)N1CCN(c2ccc(S(=O)(=O)NCCN(C(C)C)C(C)C)cc2[N+](=O)[O-])CC1 | -7 | 0 | 14 | 0 | -8 | 12 | 2 | -2 | -20
Cc1c(OCC(F)(F)F)ccnc1CSc1nc2ccccc2[nH]1 | -42 | -4 | 7 | -1 | -8 | 5 | -7 | -20 | 18
Cn1c2ccccc2c2nnc(SCC(=O)NC3CCCC3)nc21 | 0 | -1 | 0 | -1 | 0 | -4 | 3 | -5 | -3
Cc1ccc(-c2nc(CSCC(=O)NCC3CCCO3)c(C)o2)cc1 (stereo not given) | 7 | 2 | 6 | 1 | 1 | 2 | -3 | 0 | -9
O=C(Cn1cnc2ccccc21)Nc1ccc(C(=O)O)cc1 | -5 | -1 | 4 | -1 | 8 | -12 | -6 | -5 | -16
CCOC(=O)c1ccccc1NC(=O)CSc1nccn1C | -3 | 7 | 9 | 2 | 8 | 2 | 11 | 4 | -5
O=C(Nc1ccc(Cl)cc1-c1nc2ccccc2s1)c1ccco1 | -3 | 0 | -88 | -98 | 3 | -2 | 4 | 5 | 7
Cc1cc(Nc2ccccc2F)n2ncnc2n1 | -10 | -2 | 10 | -1 | 10 | 1 | 2 | -12 | -13
COc1ccc(S(=O)(=O)N2CCc3ccccc32)cc1[N+](=O)[O-] | 2 | -3 | 16 | 1 | -4 | 5 | -2 | 3 | 1
COc1cccc(NC(=O)C(=O)N2CCOCC2)c1 | 15 | -3 | 28 | 2 | 0 | -4 | 5 | 10 | -11
O=C(Cc1ccc(S(=O)(=O)N2CCOCC2)s1)N1CCN(S(=O)(=O)c2cccc([N+](=O)[O-])c2)CC1 | -9 | -3 | -4 | -4 | -1 | -3 | -7 | 4 | -6
O=C(CSc1ncnc2ccccc12)NCc1ccco1 | 5 | -5 | 2 | 0 | 13 | -6 | 0 | 5 | -11
CP(C)(=O)CCP(=O)(c1ccccc1)c1ccccc1 | 0 | 0 | 22 | 2 | -4 | -9 | 4 | -6 | -13
COc1ccc2c(=O)c(-c3ccccc3)coc2c1 | 79* | -2 | 3 | -1 | 80* | -7 | 1 | 75* | 12
CCc1ccc(OCCNC(=O)c2ccco2)cc1 | -3 | 1 | -3 | 0 | -1 | -4 | -1 | 0 | -9
O=C(O)c1ccc2c(=O)n3c(nc2c1)/C(=C/c1cccc(Cl)c1Cl)CCCC3 | 4 | -1 | 13 | 1 | 4 | -12 | -4 | -2 | -21
c1ccc(-c2nc(C3CCCCC3)c3ccccc3n2)cc1 | -24 | -8 | 2 | 1 | 8 | 3 | -4 | -14 | -10
Cc1ccc(S(=O)(=O)N(CC(=O)Nc2ccc(Cl)c([N+](=O)[O-])c2)C2CCCCC2)cc1 | 0 | 0 | 45* | -8 | 10 | 6 | -1 | 2 | 0
Cc1onc(-c2c(Cl)cccc2Cl)c1C(=O)N1CCc2ccccc21 | 9 | -3 | 0 | 0 | 2 | -5 | 5 | 3 | 11
NC(=O)C1(c2ccccc2)CCC(=O)N1c1ccccc1 (stereo not given) | -19 | 0 | 33 | 4 | -6 | 3 | 1 | -10 | 8
COc1ccc(-c2oc(/N=C/N3CCCC3)c(C#N)c2-c2ccc(OC)cc2)cc1 | -15 | 0 | -22 | 1 | 0 | -3 | -17 | 0 | 17

Reformatted with values under each structure: entries from further up.
Results follow in this order: SENP6 block	beta cell repl	SENP8 block-1	SENP1 FRET inh	SENP7 block	HKDC1 inh	UBC13 inh	SENP8 block-2	PfGluPho inh
> Cc1cc(Nc2ccccc2F)n2ncnc2n1
→ -10	-2	10	-1	10	1	2	-12	-13
> COc1ccc(S(=O)(=O)N2CCc3ccccc32)cc1[N+](=O)[O-]
→ 2	-3	16	1	-4	5	-2	3	1
> COc1cccc(NC(=O)C(=O)N2CCOCC2)c1
→ 15	-3	28	2	0	-4	5	10	-11
> O=C(Cc1ccc(S(=O)(=O)N2CCOCC2)s1)N1CCN(S(=O)(=O)c2cccc([N+](=O)[O-])c2)CC1
→ -9	-3	-4	-4	-1	-3	-7	4	-6
> O=C(CSc1ncnc2ccccc12)NCc1ccco1
→ 5	-5	2	0	13	-6	0	5	-11
> CP(C)(=O)CCP(=O)(c1ccccc1)c1ccccc1
→ 0	0	22	2	-4	-9	4	-6	-13

(listing goes on)
SMILES | SENP6 block | beta cell repl | SENP8 block-1 | SENP1 FRET inh | SENP7 block | HKDC1 inh | UBC13 inh | SENP8 block-2 | PfGluPho inh
COc1cc2ccccc2cc1C(=O)NC(=S)Nc1nnn(C)n1 | 3 | 0 | -31 | 1 | 2 | 2 | 4 | 0 | -11
N#CC[C@H](c1ccccc1)N1CCN(Cc2ccccc2)CCC1=O | -1 | -1 | 8 | 1 | 2 | -7 | -2 | -3 | -4
O=C1NC(=Nc2cccc(Cl)c2)SC1Cc1cccc(Cl)c1Cl (stereo not given) | -17 | -4 | 12 | 0 | -2 | -6 | 7 | 3 | -13
COc1ccc(CN(C)C(=O)CNC(=O)CNC(=O)c2ccc(Cl)cc2Cl)cc1F | 2 | 0 | 15 | 0 | -3 | -6 | -9 | -7 | 10
CNC(=O)c1sc(N2N=C3/C(=C/c4ccccc4)CCCC3C2c2ccccc2)nc1C (stereo not given) | -16 | -6 | -306 | -24 | -5 | 9 | 6 | -2 | 31
COC(=O)c1ccc(S(=O)(=O)N2CCCN(Cc3ccccc3)CC2)n1C | -4 | 1 | 2 | 3 | 1 | -2 | -4 | 0 | -4
Cc1ccc(N2CCN(S(=O)(=O)c3ccc(F)c(C)c3)CC2)c(C)c1 | -9 | -3 | 19 | 3 | -2 | 1 | 2 | 3 | 11
COc1ccc(S(=O)(=O)N2CCCCCC2)cc1C(=O)N1CCN(c2ccccc2C)CC1 | 11 | -5 | 5 | -1 | -10 | 1 | -7 | -7 | 8
Cc1ccc(OCCCCCN2CCOCC2)cc1 | 13 | -2 | 14 | 3 | -4 | -4 | 3 | 2 | -2
CC(=O)c1nn(-c2ccc(Cl)cc2)cc1C(=O)c1ccccc1 | -16 | -4 | 18 | 4 | 3 | -3 | 6 | 0 | 2
COc1ccc(-c2noc(C3CCCN(C(=O)c4c(F)cccc4F)C3)n2)cc1OC (stereo not given) | -4 | 0 | -3 | 1 | 0 | -2 | -6 | -10 | -6
CCCCCC(=O)NC(=S)Nc1cccc(-c2nc3ncccc3o2)c1 | -1 | -2 | 21 | 0 | 2 | -6 | 4 | 1 | -18
Cc1cc(C=O)c(C)n1-c1sc2c(c1C(=O)O)CCCC2 | -9 | 1 | 4 | 0 | 5 | -5 | -9 | 0 | -15
O=C(CN(C(=O)c1csnn1)c1cccc(C(F)(F)F)c1)NCCc1ccccc1 | -3 | 2 | 6 | 0 | 9 | -6 | 7 | -3 | 8

Source: PubChem BioAssay
